# HIV peptide binding – inhibitors of HIV fusion peptide binding, primary screen, biochemical, uHTS, fluorescence dequenching (AID 1986). cell-free peptide binding, fluorescence dequenching, 30 min; higher % means a stronger effect. inhibition, % at 20 µM; hits with a dose series show IC50 in µM. 290,000 tested, 0.3% active; in the data active = inhibition mostly above about 52%, no sharp cut-off; inactive = mostly below about 76%; note: some results filed as inactive read as strong as hits
# AID2073 – inhibitors of Mint1-CaV2.2 protein interaction, biochemical, HTRF (AID 2073); Voltage-dependent N-type calcium channel subunit alpha-1B (Homo sapiens); HTRF protein-protein interaction, Mint1-CaV2.2; higher % means a stronger effect; one-dose inhibition, % at 20 µM; IC50 in µM for titrated hits; 290,000 tested, 0.19% active; in the data active = inhibition mostly above about 51%, no sharp cut-off; inconclusive = no clear call, values can overlap the other calls; inactive = mostly below about 53%; note: some results filed as inactive read as strong as hits
# MgcRacGAP inhibition – MgcRacGAP GTPase-activating activity inhibitors, confirmation, biochemical, ADP Hunter fluorescence; MgcRacGAP-stimulated Rac1 GTP hydrolysis, ADP Hunter fluorescence; higher % means a stronger effect; GST-tagged Rac1 F28L mutant substrate; one-dose inhibition, % at 30 µM; IC50 in µM for titrated hits; 340,000 tested, 0.6% active; Rac GTPase-activating protein 1 (Homo sapiens); AID 624330, 2012;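 active = first-screen hits whose inhibition reached a set limit at any dose in the follow-up dose series; inconclusive = inhibition above the set first-screen limit but never retested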;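 note: fluorescence reports GDP produced by GAP-driven GTP hydrolysis; strong numbers were not always called active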
# RSV antiviral HEp-2 – RSV antiviral activity via CPE protection, HEp-2 cells, primary 10 µM value included (AID 2391); HEp-2 cells, RSV-induced CPE inhibition; higher % means a stronger effect; CPE inhibition, % at 10 µM, or IC50 in µM where a hit was titrated; 310,000 tested, 0.13% active; in the data active = a potency from the dose series; inconclusive = CPE inhibition mostly from about 23% at the one dose, without a potency; inactive = the rest, 99 in 100 with CPE inhibition below about 21%; note: strong numbers were not always called active
# XIAP displacement – XIAP antagonists, biochemical, IAP family, fluorescence polarization (AID 1018); displacement, % at 20 µM, or IC50 in µM where a hit was titrated; 200,000 tested, 0.007% active; XIAP BIR domain, fluorescence polarization peptide displacement; higher % means a stronger effect; in the data active = displacement above about 50%; note: a part of the inactive calls stands beside numbers as strong as those of hits
# Dengue-2 NS5 capping – Dengue-2 NS5 methyltransferase inhibitors, primary screen, biochemical, confirmation dose response (AID 588689); Genome polyprotein (Dengue virus type 2 (strain 16681-PDK53)); Dengue-2 NS5 methyltransferase capping enzyme assay, biochemical; higher % means a stronger effect; inhibition, % at 25 µM, or IC50 in µM where a hit was titrated; 340,000 tested, 0.3% active; in the data active = a potency from the dose series; inconclusive = inhibition above about 29% without an active follow-up result
# SIAH1 antagonists – Siah-1 peptide-binding antagonists, primary screen, biochemical, fluorescence polarization, rhodamine-plectin, uHTS (AID 1817) | E3 ubiquitin-protein ligase SIAH1 (Homo sapiens) | Siah-1 / rhodamine-plectin peptide fluorescence polarization; higher % means a stronger effect | displacement, % at 20 µM, or IC50 in µM where a hit was titrated | 290,000 tested, 0.02% active;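 active = displacement of at least 50% at 20 µM, with a fluorescence ratio check between 0.3 and a set limit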;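 note: plate controls were Siah plus tracer with DMSO for no effect and tracer alone without Siah for full effect; strong numbers were not always called active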
# LYP inhibition – inhibitors of LYP phosphatase, biochemical, fluorescence intensity, uHTS (AID 1779) | recombinant LYP phosphatase, fluorescence intensity; higher % means a stronger effect | one-dose inhibition, % at 11.5 µM; IC50 in µM for titrated hits | 290,000 tested, 0.054% active; in the data active = inhibition above about 50%;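 note: plate controls were vehicle with enzyme for no effect and no enzyme for full effect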
# Large T inhibition – SV40 large T antigen inhibitors, biochemical (AID 1903). SV40 large T antigen ATPase/helicase inhibition assay; higher % means a stronger effect. 310,000 tested, 0.39% active. inhibition, % at 20 µM, or IC50 in µM where a hit was titrated; in the data active = a potency from the dose series; inconclusive = inhibition mostly from about 32% at the one dose, without a potency; inactive = the rest, 99 in 100 with inhibition below about 32%; note: strong numbers were not always called active
# Dengue-2 NS5 capping pilot replicate – second read-out of Dengue-2 NS5 capping, no call of its own (marks repeat the call); inhibition, %; measured here: pilot screen replicate inhibition
# An asterisk follows results filed as active; ? = inconclusive; . = not tested or not shown. Rows were taken by chance; about 1.7% have a hit in one of these screens.
SMILES,HIV peptide binding,AID2073,MgcRacGAP inhibition,RSV antiviral HEp-2,XIAP displacement,Dengue-2 NS5 capping,SIAH1 antagonists,LYP inhibition,Large T inhibition,others
O=C(Cn1cnc2ccccc21)N/N=C/c1cccc([N+](=O)[O-])c1,-0.7%,-6%,5%,1.5%,0.2%,-7%,0%,-3%,11%,
Cc1ccc(C(=O)N/C(=C\c2ccc(-c3ccccc3[N+](=O)[O-])o2)C(=O)NCCCN(C)C)cc1,38%,-18%,4%,0.2%,.,8%,-3%,-6%,9%,
COc1cccc(C(=O)N(c2ccc(OC)cc2OC)C2C=CS(=O)(=O)C2)c1 (configuration not stated),-0.5%,16%,1%,0.9%,-25%,2%,0%,-2%,-2%,
COC(=O)c1cc(Br)c(=O)n(CCc2ccccc2)c1,2.0%,3%,10%,-0.3%,-4.4%,-6%,1%,-9%,11%,
COC(=O)c1cccc(C23CC4(C2)[C@H](CN(Cc2cccnc2)[C@@H]4c2ccccc2)C3c2ccc(C(F)(F)F)cc2)c1 (some centres not stated),-0.2%,16%,.,12%,.,.,-12%,4%,12%,
CC(=O)Nc1ccc(S(=O)(=O)Nc2cccc3cccnc23)cc1,1.5%,7%,5%,19%,.,-2%,-10%,-14%,6%,
CCN1CCN(CC(O)COc2ccc3c(c2)CCC3)CC1 (configuration not stated),-1.9%,-5%,-2%,-0.1%,1.4%,-1%,20%,-3%,-4%,
CN1C(=O)/C(=C/c2ccc(OCc3ccc(F)cc3)cc2)N(C)C1=S,-0.5%,-4%,7%,-0.1%,.,1%,16%,-10%,14%,Dengue-2 NS5 capping pilot replicate=0.9
[O-]c1c[n+](-c2ccccc2)no1,-0.5%,5%,3%,-0.3%,.,-5%,3%,-9%,9%,
Clc1ccc(-c2nnc3cccc(Cl)n23)c(Cl)c1,-0.7%,-3%,11%,.,-3.2%,6%,2%,-8%,6%,
CCN(CC)CCN1C(=O)C(=O)/C(=C(/O)c2ccc(OC)cc2)C1c1ccco1 (configuration not stated),-3.0%,-4%,9%,0.9%,-5.0%,-12%,2%,2%,2%,
COC(Cc1nnc(SC)n1-c1ccc(Cl)cc1)OC,-3.2%,6%,4%,2.5%,-2.1%,3%,4%,-5%,0%,
COC(=O)c1cccc(-n2nnnc2SCC(=O)Nc2cc(C)on2)c1,1.5%,6%,8%,1.7%,-2.3%,5%,1%,8%,2%,
COc1ccc(CCN2CC(C(=O)OCC(=O)Nc3c(C)nn(-c4ccccc4)c3C)CC2=O)cc1OC (configuration not stated),.,.,2%,0.2%,.,-9%,.,.,6%,
CNC(=O)Nc1ccc2snnc2c1,-0.5%,-1%,17%,0.7%,-2.1%,0%,-4%,-6%,-1%,
COc1cc(Cl)c(C)cc1NC(=O)CCNC(=O)c1ccco1,-0.4%,6%,7%,0.9%,.,2%,-2%,-3%,4%,
CCc1ccc(Nc2cc(C(=O)NCCCN3CCOCC3)c3ccccc3n2)cc1,-1.7%,-1%,5%,-1.8%,-0.1%,-7%,-1%,-2%,4%,
Cc1onc(-c2ccccc2)c1C(=O)Nc1ccc(NC(=O)c2c(-c3ccccc3)noc2C)cc1,.,.,10%,-1.1%,.,-8%,.,.,20%,
CCCC(=O)NC(=S)Nc1ccc(CN2CCOCC2)cc1,-1.6%,-2%,7%,-0.7%,-6.5%,-10%,-4%,3%,-2%,
C=CCn1nc2ccccc2c1OC,.,.,8%,2.6%,.,-6%,.,.,8%,
CCc1ccccc1NC(=O)CN(C)C(=O)CSc1nnc(Nc2cccc(C)c2)s1,-1.7%,-2%,11%,7.9%,-7.1%,-2%,-7%,-7%,11%,
Cc1ccc(OCCCC(=O)Nc2ccc(S(=O)(=O)Nc3ccccn3)cc2)cc1,-0.8%,20%,6%,1.4%,-7.3%,-3%,-2%,0%,1%,
COc1ccc2nc(NC(=O)Cc3cccs3)sc2c1,0.4%,-4%,13%,0.6%,-8.6%,8%,2%,1%,17%,
C/C(=N\Nc1nc(N2CCOCC2)nc(N2CCOCC2)n1)c1cccs1,-1.7%,6%,12%,-2.0%,-4.3%,-10%,0%,4%,12%,
COc1ccc(CCNc2nc3ccccc3n3cnnc23)cc1OC,-0.1%,8%,1%,0.5%,.,-13%,0%,1%,.,
COc1ccccc1OCC(=O)Nc1ccc(S(=O)(=O)N2CCOCC2)cc1,-0.9%,-7%,7%,1.4%,.,-9%,-2%,-2%,8%,
COc1ccc(CCN2CC3=C(C2=O)C(c2ccccc2)NC(=O)N3C)cc1OC (configuration not stated),0.2%,-8%,7%,0.5%,-2.3%,-4%,3%,-7%,0%,
CC(C)(C)n1ncc2c(=O)n(CC(=O)N3CCCc4ccccc43)cnc21,-3.2%,-1%,13%,0.4%,-1.5%,-7%,2%,-7%,9%,
O=C(Nc1cccc(Cl)c1N1CCOCC1)c1cccnc1,-0.7%,?,8%,0.7%,.,-5%,2%,-8%,3%,
Clc1cccc(CN2CCc3c([nH]c4ccccc34)C2)c1Cl,1.2%,13%,22%,4.6%,.,-8%,2%,1%,13%,
CCOC(=O)c1c(NC(=O)CNC2CCCCC2)sc(C)c1C,-0.4%,26%,0%,-0.1%,-6.7%,1%,9%,-3%,17%,
C[C@@H]1C(=O)O[C@H]2C[C@@]34[C@H]5C[C@@H](C(C)(C)C)[C@]36[C@@H](OC(=O)[C@@H]6O)O[C@@]4(C(=O)O5)[C@]21O,0.4%,31%,-6%,0.8%,.,-1%,-2%,0%,2%,
O=C(NC(=S)Nc1ccc(N2CCCCC2)c(Cl)c1)c1ccc2c(c1)OCCO2,4.4%,-8%,-1%,1.2%,-6.3%,-3%,14%,11%,10%,
CCOC(=O)c1cnc2ccc(C)cc2c1Sc1ccccc1,0.4%,-2%,3%,0.1%,-0.8%,1%,2%,-4%,-2%,
CCOc1ccccc1NC(=O)C1CCCN(S(=O)(=O)c2ccccc2)C1 (configuration not stated),-0.4%,7%,8%,0.6%,.,-3%,2%,-4%,-4%,
Cc1cccc(-n2c(N)cc(=O)nc2SCC(=O)NC2CCCCC2)c1,-0.9%,2%,9%,3.6%,-5.2%,-1%,-7%,-3%,16%,
Cc1nc(C(=O)Nc2ccccc2)sc1C1(C)CC(c2cccc([N+](=O)[O-])c2)=NO1 (configuration not stated),-0.9%,8%,5%,2.9%,.,1%,9%,-1%,0%,
CCOC(=O)c1c(C)[nH]c(C)c1S(=O)(=O)NCCN1CCN(c2ccccc2F)CC1,-1.2%,6%,7%,4.5%,.,2%,9%,-5%,11%,
O/N=C/c1ccccc1OCc1ccc(Cl)cc1,-1.3%,3%,9%,40%,0.2%,-6%,0%,3%,11%,
CCC(=O)N1CCc2cc(S(=O)(=O)CCC(=O)NCCc3ccc(S(N)(=O)=O)cc3)ccc21,0.9%,-1%,10%,1.5%,.,2%,1%,-8%,10%,
Cc1nc(NCCc2ccccc2)sc1C(=O)N(C)C,0.9%,-30%,2%,0.3%,.,-6%,-2%,-5%,8%,
O=C1CC(C(=O)Nc2ccc(F)cc2)S/C(=N\N=C\c2ccco2)N1 (configuration not stated),-2.7%,-2%,6%,1.3%,-6.2%,-1%,-5%,-6%,-14%,
CC1=NN(c2ccc(Cl)cc2)C(=O)/C1=C\c1cccn1-c1ccc(S(N)(=O)=O)cc1,1.3%,17%,7%,3.7%,-2.9%,-1%,6%,12%,4%,
Cn1cc(CN2CCCC(C(=O)Nc3cccc(-n4cccn4)c3)C2)cn1 (configuration not stated),0.9%,-1%,7%,-0.6%,.,-4%,9%,-12%,18%,
Cc1ccccc1-c1nc(CS(=O)(=O)CC(=O)NCCCN2CCCC2=O)c(C)o1,0.2%,5%,4%,0.1%,-0.5%,-1%,-1%,-5%,3%,
Cc1nn(CCO)c2nc(-c3cccs3)cc(C(F)(F)F)c12,-0.3%,-3%,-4%,40%,-1.5%,-6%,-2%,-11%,13%,
CC/C=C/C(=O)N1CC2(CC(c3cccc(NC(=O)CCCCC)c3)=NO2)C[C@H]1C(N)=O (some centres not stated),-1.1%,17%,8%,2.2%,.,-4%,-2%,-7%,7%,
O=C(COC(=O)Cc1ccsc1)Nc1ccc(S(=O)(=O)N2CCOCC2)cc1,1.2%,0%,6%,2.8%,-1.7%,-19%,12%,-5%,-2%,
COc1ccccc1C1C(C(N)=O)=C(C)Nc2nc(-c3ccc(Cl)cc3)nn21 (configuration not stated),-1.9%,0%,12%,0.2%,-6.7%,-4%,2%,-7%,2%,
O=C(O)/C=C/c1cccnc1,-0.3%,10%,10%,0.4%,.,-10%,1%,-2%,11%,

# By substructure: the compounds so far containing a CF3 group.
SMILES,HIV peptide binding,AID2073,MgcRacGAP inhibition,RSV antiviral HEp-2,XIAP displacement,Dengue-2 NS5 capping,SIAH1 antagonists,LYP inhibition,Large T inhibition,others
COC(=O)c1cccc(C23CC4(C2)[C@H](CN(Cc2cccnc2)[C@@H]4c2ccccc2)C3c2ccc(C(F)(F)F)cc2)c1 (some centres not stated),-0.2%,16%,.,12%,.,.,-12%,4%,12%,
Cc1nn(CCO)c2nc(-c3cccs3)cc(C(F)(F)F)c12,-0.3%,-3%,-4%,40%,-1.5%,-6%,-2%,-11%,13%,

# Back to the main list, starting 2 compounds before the break.
SMILES,HIV peptide binding,AID2073,MgcRacGAP inhibition,RSV antiviral HEp-2,XIAP displacement,Dengue-2 NS5 capping,SIAH1 antagonists,LYP inhibition,Large T inhibition,others
COc1ccccc1C1C(C(N)=O)=C(C)Nc2nc(-c3ccc(Cl)cc3)nn21 (configuration not stated),-1.9%,0%,12%,0.2%,-6.7%,-4%,2%,-7%,2%,
O=C(O)/C=C/c1cccnc1,-0.3%,10%,10%,0.4%,.,-10%,1%,-2%,11%,
CC1CC(C)CN(CCCNC(=O)CN2C(=O)c3cccnc3Oc3ccc(Cl)cc32)C1 (configuration not stated),-1.2%,11%,7%,-1.7%,.,-7%,-8%,-5%,6%,
OC(COCCOc1ccc(Br)cc1)CN1CCN(Cc2ccccc2)CC1 (configuration not stated),-0.9%,-6%,9%,5.5%,0.9%,4%,1%,-2%,4%,
COC(=O)c1cc(NC(=O)CN2C(=O)CSC2=O)ccc1Cl,2.8%,2%,8%,1.7%,-1.4%,0%,1%,-1%,12%,
Cc1cc(C)n2nc(SCC(=O)NC3CCCC(C)C3C)nc2n1 (configuration not stated),0.0%,2%,-17%,5.5%,.,-6%,-8%,-8%,2%,
Cc1ccccc1NC(=S)N(CCCN1CCOCC1)Cc1cccs1,2.5%,-12%,9%,2.2%,-6.3%,7%,9%,-7%,-8%,
CC(=Nc1ccc2c(c1)nc(CO)n2C)C1=C(O)CC(C)(C)CC1=O,7.2%,12%,8%,0.6%,0.9%,-1%,1%,-6%,26%,
Cc1nn(C)c(C)c1/C=C(\C#N)C(N)=O,1.0%,0%,4%,-0.5%,-1.9%,4%,9%,0%,5%,

# Screens from PubChem.
